Compound activity from PubChem.
KKLEB tox – counter-screen for CF NF-kB inhibitors: cytotoxicity | KKLEB CF airway cells viability, ATPlite luminescence, overnight; stronger effect = lower value; cells stimulated with P. aeruginosa culture filtrate | activity change (cytotoxicity), % at 5 µM | actives 0.36% (n = 360,000) | AID 602141;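 active = corrected activity change at or below -50% at 5 µM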
Vif imaging – blocks HIV Vif function; HEK293T cells, Vif self-association by quenched fluorescence, imaging, 24 h; inhibition, % at 7.49 µM; actives 0.35% (n = 340,000); in the data active = inhibition above about 50%, passing the limit was not always enough; also: some results filed as inactive read as strong as hits
TRPM1 prom inh – reduces MITF-dependent TRPM1 promoter luciferase signal; SK-MEL-5 TRPM1 promoter luciferase, 24 h; inhibition, % at 12.5 µM; actives 0.83% (n = 330,000);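 active = mean inhibition across replicates of 60% or more, whatever share of single replicates reaches that level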; also: values of inactives mirror those of a sister screen read the other way
NR2E3 ag-1 – agonists of human NR2E3 nuclear receptor. inhibition of corepressor binding, % at 3.98 µM. CHO-S Gal4-NCOR/VP16-NR2E3 two-hybrid, luciferase. actives 0.35% (n = 360,000). AID 602229. Q9Y5X4;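 active = inhibition above the mean of all tested compounds plus 3 SD, cut at about 70% in these data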;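 also: 0% = DMSO with NR2E3 transfected cells and 100% = cells lacking NR2E3 construct; higher means lower luciferase signal from less NR2E3 corepressor binding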
Target sequence (Q9Y5X4 whole entry, looked up, the tested form may be a part): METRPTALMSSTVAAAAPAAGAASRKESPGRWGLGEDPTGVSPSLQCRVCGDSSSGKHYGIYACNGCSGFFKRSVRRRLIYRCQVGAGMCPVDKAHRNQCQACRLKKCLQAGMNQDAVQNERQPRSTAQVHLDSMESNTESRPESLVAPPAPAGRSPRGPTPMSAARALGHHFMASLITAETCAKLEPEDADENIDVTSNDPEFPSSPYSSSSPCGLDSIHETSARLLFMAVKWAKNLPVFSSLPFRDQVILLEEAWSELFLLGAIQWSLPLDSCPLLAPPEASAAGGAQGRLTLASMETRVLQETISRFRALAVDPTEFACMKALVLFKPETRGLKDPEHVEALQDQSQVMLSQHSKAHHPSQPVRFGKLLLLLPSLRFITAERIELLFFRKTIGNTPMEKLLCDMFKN
CF NFkB inh – blocks PAF-induced NF-kB reporter in cystic fibrosis cells | actives 0.86% (n = 360,000) | inhibition, % at 5 µM | KKLEB NF-kB-GFP reporter, GFP fluorescence overnight;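 active = at least 50% inhibition at 5 µM, scaled per plate between neutral and stimulator controls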;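 also: PAF is a Pseudomonas aeruginosa culture filtrate used as stimulus; plate controls were PAF-stimulated DMSO wells for no effect and unstimulated DMSO wells for full effect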
Peg3 prom inh – inhibitors of Peg3 promoter; HeLa PEG-Prom luciferase reporter, luminescence, overnight; inhibition, % at 20 µM; actives 1.7% (n = 360,000); AID 588405;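 active = inhibition of at least 50% at 20 µM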
CaV13 FRET inh – Primary screen for inhibitors of IQ motif and Ca2+-dependent inactivation inhibitor domain binding in CACNA1D, Förster resonance energy transfer in living cells, … | HEK cells, CFP/YFP FRET ICDI-IQ, plate reader, 10 min; percent FRET-ratio fall versus neutral wells | inhibition, % at 12.3 µM | actives 0.098% (n = 340,000);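 active = mean replicate inhibition of at least 30% and at least 1% of replicates passing that level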;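 also: 0% = median of the neutral control wells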
PDI inh – blocks human protein disulfide isomerase activity | PDI insulin aggregation turbidity, A650, 90 min | inhibition, % at 10 µM | actives 0.052% (n = 350,000) | P07237;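 active = mean inhibition across replicates of 30% or more, whatever share of single replicates reach that level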;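 also: absorbance from insulin aggregation driven by PDI reduction with DTT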
Target sequence (P07237 whole entry, looked up): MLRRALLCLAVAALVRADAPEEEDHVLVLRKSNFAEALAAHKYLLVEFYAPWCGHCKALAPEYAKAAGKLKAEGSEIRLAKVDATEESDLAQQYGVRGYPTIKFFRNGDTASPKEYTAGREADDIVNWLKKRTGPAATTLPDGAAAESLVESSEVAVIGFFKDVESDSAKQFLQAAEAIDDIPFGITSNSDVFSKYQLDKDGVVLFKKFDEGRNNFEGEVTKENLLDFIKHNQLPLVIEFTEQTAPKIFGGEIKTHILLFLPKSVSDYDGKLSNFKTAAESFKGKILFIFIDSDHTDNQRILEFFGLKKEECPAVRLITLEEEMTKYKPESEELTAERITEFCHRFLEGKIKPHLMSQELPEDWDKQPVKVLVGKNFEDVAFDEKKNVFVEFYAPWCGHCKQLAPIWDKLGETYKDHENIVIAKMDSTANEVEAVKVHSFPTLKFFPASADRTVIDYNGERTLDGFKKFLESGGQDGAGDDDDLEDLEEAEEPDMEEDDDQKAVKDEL
NR2E3 ag-2 – NR2E3 (human) agonism; Q9Y5X4; GST-NR2E3/biotin-RetCOR TR-FRET, 1536-well; inhibition of corepressor binding, % at 4.78 µM; actives 0.12% (n = 320,000); AID 2300;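 active = percent inhibition above the cutoff of mean plus 3 SD of all tested compounds, set per screening campaign, cut at about 20% in these data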;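 also: 0% = DMSO wells and 100% = biotin wells as full block of FRET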
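Material: NR2E3–RetCOR corepressor complex / Incubation: Compound–protein incubation for 5 h at 4 °C / Dosing: compound at 4.8 µM, single dose / Detection: time-resolved FRET / Benchmarks: high control biotin, low control 0.6% DMSO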
Shn3 3UTR inh – Schnurri-3 reporter inhibition in Clone20 osteoblasts; AID 588674; actives 0.52% (n = 360,000); Clone20 osteoblast Shn3 3'UTR firefly luciferase, 24 h; inhibition, % at 12.5 µM;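 active = mean inhibition of at least 75% with every replicate also reaching 75%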;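 also: 0% = median of neutral control wells and 100% = pilot-screen positive control compound; some compounds past the cut are filed as inactive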
HIF-2a block – inhibitors of HIF-2a | 786-0 RCC cells HIF-2a reporter, luciferase luminescence, overnight | inhibition, % at 18.8 µM | actives 0.72% (n = 360,000) | AID 624352;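 active = inhibition of the luminescence signal of 40% or more relative to plate controls, in a single-dose primary screen at 18.75 µM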
* hit, by the source's call; · = no result given.

SMILES	KKLEB tox	Vif imaging	TRPM1 prom inh	NR2E3 ag-1	CF NFkB inh	Peg3 prom inh	CaV13 FRET inh	PDI inh	NR2E3 ag-2	Shn3 3UTR inh	HIF-2a block
Cc1nnc(-c2ccccc2)c[n+]1[O-]	6	1	4	-20	-13	2	-4	5	-1	0	5
Cc1cccc(NC(=O)CNc2cc(C)ccc2C)c1	2	4	-18	-42	-12	-88	-9	-19	0	3	-185
Cc1ccc(CS(=O)(=O)c2ccccc2-c2nnc(-c3ccc(Cl)cc3)o2)cc1	-28	3	12	-8	38	21	·	1	2	7	19
O=C(c1ccc(S(=O)(=O)Nc2ccccc2Cl)cc1)N1CCOCC1	-3	7	5	11	-4	-1	-6	-5	4	-5	5
Cc1cc(C)n2nc(C(=O)Nc3ccc(S(=O)(=O)N4CCCCC4)cc3)nc2n1	-3	-7	-1	-1	0	10	-1	-16	-2	9	18
C[C@H]1CCCCO[C@@H](CN(C)S(=O)(=O)c2ccc(Cl)cc2)[C@@H](C)CN([C@@H](C)CO)C(=O)c2cc(NS(=O)(=O)c3ccccc3)ccc2O1	-3	-7	·	-2	19	5	-6	-19	·	1	-3
O=C(Nc1c(Cl)cccc1Cl)C1CCC1	15	0	-8	-26	-18	1	-8	6	4	-7	-9
Cc1nc(NC(=O)CC(C)C)sc1-c1csc(Nc2ccc(Cl)cc2)n1	4	-10	16	-3	14	-2	-8	-2	4	12	9
CC(C)(C)NS(=O)(=O)c1ccc2nc(NC(=O)Cc3cccs3)sc2c1	-2	·	8	-9	-1	23	-1	5	0	·	9
COc1cc2c(cc1OC)C(C)=NC1(CCCCC1)C2	-9	3	-7	-12	14	3	-21	6	2	12	8
COc1cccc(-c2nn(-c3ccc(C)cc3)cc2C(=O)N2CCc3cc(OC)c(OC)cc3C2)c1	-17	-14	4	-49	15	33	-4	5	0	-10	-93
Cn1ccnc1C1CCCCN1Cc1nc(-c2ccc3c(c2)OCO3)no1 (configuration not stated)	-1	0	3	13	12	14	-18	2	-2	14	9
CN(CC(=O)Nc1ccc(F)cc1)C(=O)COc1ccc([N+](=O)[O-])cc1Cl	-9	-3	1	-13	20	18	-3	2	4	0	18
O=C1NC2=C(C(=O)CCC2)C(c2ccc(OC(F)F)cc2)N1 (configuration not stated)	-4	4	·	-14	-4	0	-3	-7	1	11	5
C/C(CC(=O)Nc1ccc(Cl)cc1Cl)=N\NC(=O)C(=O)NCCO	4	-5	-2	-24	3	-2	-2	11	0	-34	0
O=C(Cn1nnc(-c2cccc(C(F)(F)F)c2)n1)NC1CCCC1	-3	-11	3	-37	0	3	·	6	0	-1	-4
NC(=O)c1ccsc1NC(=O)c1ccc(S(=O)(=O)N2CCCCC2)cc1	-23	-13	·	-79	-17	-90	-7	2	-1	-29	-203
CC1=C(C(=O)N(C)C)CC(CC(=O)NC2CCCC2)C(=O)N1Cc1ccc(F)cc1 (configuration not stated)	12	-2	·	-24	-24	0	-5	-1	·	-64	8
O=C(CC(SCCO)c1ccc(F)cc1)c1ccco1 (configuration not stated)	-4	0	-8	1	-2	2	-6	6	2	-18	-23
CCC1=C(OC(=O)N(CC)CC)N2C(=O)OC(=NCC(=O)OC)[C@]2(Cc2ccccc2)[C@H]2C1=CC[C@H]1C(=O)NC(=O)[C@H]12	-4	-1	-9	16	25	-4	-5	-1	0	-5	17
CC(C)Oc1ccc(C(=O)Nc2cc(S(=O)(=O)N3CCOCC3)ccc2N2CCOCC2)cc1	-20	3	10	-18	29	19	-3	-8	·	0	11
COc1cccc(CN2CCc3ccc(NC(=O)CCc4ccc(C)cc4)cc3C2)c1O	-6	-4	-4	3	1	-12	-2	-2	2	23	1
CC(C)(C)c1csc(NC(=O)Nc2ccccc2)n1	-4	-8	-78	-109	1	-370	-5	4	-3	-73	-314
Cc1cc(CNC(=O)COc2cc(F)ccc2[N+](=O)[O-])c2ccccc2n1	0	9	18	-28	10	23	-1	-7	2	72	28
COc1ccc(CCNC(=S)NCCc2c[nH]c3ccccc23)cc1	7	-5	4	4	9	14	3	0	-3	5	6
CCC(C(N)=NCCc1ccc(OC)c(OC)c1)c1ccccc1 (configuration not stated)	-7	5	11	-19	8	3	-19	-1	·	-27	13
Cc1ccc(N(C(=O)Cn2nnc(-c3ccc(F)cc3)n2)C(CC(C)C)C(=O)NCC2CCCO2)cc1 (configuration not stated)	8	0	14	0	6	16	-9	1	1	0	18
C=CCOc1ccc(CN(C)C(=O)CN2C(=O)c3ccccc3C2=O)cc1	2	0	-1	-30	-4	4	-3	6	-2	1	0
Cc1cccc(NC(=S)N2CCCCC2)c1	5	-8	-3	-22	8	-43	·	4	1	11	-20
CCOc1cccc2cc(-c3nnc(NCc4ccco4)s3)c(=O)oc12	6	·	-64	-5	-5	34	-16	-4	-2	30	-197

Structures listed so far that contain a nitro group on carbon:
SMILES	KKLEB tox	Vif imaging	TRPM1 prom inh	NR2E3 ag-1	CF NFkB inh	Peg3 prom inh	CaV13 FRET inh	PDI inh	NR2E3 ag-2	Shn3 3UTR inh	HIF-2a block
CN(CC(=O)Nc1ccc(F)cc1)C(=O)COc1ccc([N+](=O)[O-])cc1Cl	-9	-3	1	-13	20	18	-3	2	4	0	18
Cc1cc(CNC(=O)COc2cc(F)ccc2[N+](=O)[O-])c2ccccc2n1	0	9	18	-28	10	23	-1	-7	2	72	28

New compounds follow.
SMILES	KKLEB tox	Vif imaging	TRPM1 prom inh	NR2E3 ag-1	CF NFkB inh	Peg3 prom inh	CaV13 FRET inh	PDI inh	NR2E3 ag-2	Shn3 3UTR inh	HIF-2a block
CCN(CC(=O)Nc1cccc(OC)c1)C(=O)c1cccc(S(=O)(=O)N2CCc3ccccc32)c1	-15	-1	16	6	5	3	-5	6	4	30	13
CCCCC(=O)NC(=S)NNC(=O)c1ccc(Cl)cc1Cl	10	-5	6	-14	-13	10	-3	3	·	-17	9
COc1ccc(C(=O)N2CCC(C(=O)Nc3ccc4c(c3)OCCO4)CC2)cc1	2	25	-1	8	-4	-60	·	0	-2	52	8
CCCC[n+]1ccn(-c2nc3ccccc3nc2[N-]S(=O)(=O)c2ccccc2)c1	11	-8	4	15	-21	6	-9	-1	1	-5	-21
O=C(Nc1cccc(NC(=O)C2CC2)n1)C1CC1	7	0	12	5	-16	8	-4	0	0	9	11
CCOC(=O)N1CCN(C(=O)CSc2ccc3nnc(CCNC(=O)c4ccccc4)n3n2)CC1	4	13	-13	-7	-5	17	-2	1	0	1	10
CC(=O)c1cc2c(C)c(C(=O)c3ccccc3)oc2cc1O	3	-16	-72	-114	-16	-172	-6	4	1	-6	-155
O=C(Nc1cccc(C(F)(F)F)c1)C1Cc2c(-c3ccccc3Oc3ccccc3)ccnc2O1 (configuration not stated)	1	-15	·	-1	28	32	-5	8	·	38	15
Cc1nc2ccccc2n1CC(O)Cn1c2ccccc2c2ccccc21 (configuration not stated)	-10	6	6	34	14	33	-8	-2	3	-5	-11
CCn1c2ccccc2c2cc(NC(=O)N3CCCCC3)ccc21	-1	0	·	-121	-8	-495	-6	-3	·	-67	-272
O=[N+]([O-])c1ccc(C=CC=Cc2ccccc2)cc1	11	-2	·	-32	-47	-255	-3	3	·	-66	-241
Cc1ccc(Nc2nc(C)nc3c2oc2ccccc23)cc1	0	-4	9	7	-8	-9	-5	-6	3	3	-47
O=C(Nc1nccs1)C1CCN(S(=O)(=O)c2ccc(F)cc2)CC1	-2	1	-3	-5	2	11	-6	-8	-4	7	6
Cn1nc(NC(=O)C(F)(F)F)c2ncc(-c3ccccc3)nc21	-12	·	·	-59	10	-105	-16	-1	·	-39	-136
O=C(O)c1cccc(Cn2c(Cl)c(/C=N/NC(=O)c3ccco3)sc2=O)c1	16	6	-7	-22	-16	11	-7	-1	1	-7	8
COc1ccc(/C=C/C(=O)c2ccc([N+](=O)[O-])o2)cc1	-19	-3	·	-29	51*	101*	-7	4	9	50	-19
CC(C)(C)NC(=O)NC(=O)COC(=O)c1cccc(NS(=O)(=O)c2ccc(F)c(F)c2)c1	7	-11	17	11	2	30	-5	-9	-1	18	8
O=C(Cn1cccc1)N1CCN(C(c2ccccc2)c2ccccc2)CC1	6	2	0	-13	-16	0	-7	3	3	0	-1
CCOc1ccc(S(=O)(=O)NC(C)C)cc1C(N)=O	-4	-3	-5	-7	-2	5	-4	-2	-1	1	30
CCCCn1c(NCc2ccc(OC)cc2O)nc2ccccc21	21	-12	·	-14	-23	-40	-4	-1	·	2	-6
COc1ccccc1-n1c(=O)oc2ccc(Cl)cc2c1=O	-22	-2	7	73*	40	-75	·	3	0	1	-202
CS(=O)(=O)c1ccc(CNC(=O)C2(C(F)(F)F)C/C(=C/CCO)CCCO2)cc1 (configuration not stated)	1	-4	13	14	-3	6	-11	1	-1	-13	16
Nc1nc(-c2ccccn2)nc(N)c1Cc1ccc(Cl)cc1Cl	15	3	-7	91*	29	-11	-4	-8	3	81	-92
O=C(c1ccc(Br)o1)N1CCN(c2ccc3nnc(-c4ccc(F)cc4)n3n2)CC1	25	·	·	6	-37	20	-7	4	-3	19	-4
CC(=O)Oc1ccc2c3c(c(=O)oc2c1)CCCC3	12	8	-8	-2	-13	-2	-20	10	-5	-2	-24
CC(C)(C)S(=O)N1Cc2cc(C(=O)N3CCc4ccccc4C3)nc(-c3cccc(-c4cccnc4)c3)c2[C@@H]1CCO (some centres not stated)	-15	·	·	-9	8	-15	-4	·	·	9	8
O=C(Cc1ccccc1)Nn1c(O)c(/C=C2\C=Nc3ccccc32)sc1=S	-29	-3	9	14	5	15	-8	-7	-4	8	-9
COc1ccc(NC(=O)c2cc(C)cc(C)c2)cc1S(=O)(=O)N1CCCCC1	2	-4	26	-9	37	26	-6	-6	2	29	19
CC1CCCCN1C(=O)CN1C(=O)CN(C)C(=O)c2ccccc21 (configuration not stated)	-1	-15	1	-12	0	1	-4	5	0	-3	10
COc1cc(OC)cc(C(=O)NCC(=O)NCCN2C(=O)S/C(=C\c3ccccc3Cl)C2=O)c1	-4	0	3	30	30	-13	-3	-8	1	-4	-3
COc1ccc2c(CC(=O)NCCN3C(=O)S/C(=C\c4cccnc4)C3=O)coc2c1	-16	-6	11	3	-34	-2	-3	-2	2	3	-7
CC1=C(C(=O)Nc2ccc(Br)cc2)C(c2ccco2)NC(=O)N1 (configuration not stated)	-2	0	9	-10	-22	24	-7	17	-5	-4	-10
CCC(=O)c1cn(/C(=C\C(=O)OC(C)(C)C)CCC(OC)OC)cc1CC	-6	0	-5	-8	8	10	-10	0	3	3	11
CSCCC(NS(=O)(=O)c1ccc2ccccc2c1)C(=O)O (configuration not stated)	11	-2	-2	5	-6	9	-1	-4	-2	-2	7
COc1ccc(NC(=O)c2cc(S(=O)(=O)N3CCOCC3)ccc2C)cc1S(=O)(=O)N1CCOCC1	19	12	4	-19	-20	-2	-6	-4	·	5	-2
CC(=O)NS(=O)(=O)c1ccc(NC(=O)/C=C/c2ccco2)cc1	9	2	-14	-21	-10	7	-7	10	0	6	3
C=CCNC(=O)N1CCC(CO)(Cc2ccc(Cl)cc2)CC1	7	-10	-4	2	-2	26	-7	-1	-3	5	23
